Source: PubChem
Tau fluor counter: counter-screen for tau fibril formation inhibitors. Potency, µM (top dose mostly 57.7 µM), for the others: at the top dose activity change, negative = decrease. tau K18 P301L Alexa594 fluorescence, heparin fibrillization. 280,000 tested, 0.93% active; further: on the % scale 0 is the no-effect control and ±100 the full control effect; nearly all actives have a fitted effect of over 55% in size
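Human tau K18 P301L (15 uM unlabeled, 0.24 uM Alexa 594-labeled) in 100 mM sodium acetate pH 7 with 20 uM heparin, 6 hr at 37 C. ThT 30 uM added, 1 hr ambient; Alexa 594 FP and total fluorescence read at 555/632 nm.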
Tau ThT inhib: tau fibrillization inhibition (ThT binding); recombinant tau K18 P301L, heparin-induced fibrillization, ThT fluorescence; Potency, µM (top dose mostly 57.4 µM), for inactives: top-dose activity, negative = inhibition, actives largely listed as inhibitors; 270,000 tested, 2.1% active; P10636; AID 1460; further: on the % scale 0 is the no-effect control and ±100 the full control effect; nearly all actives have a fitted effect of over 55% in size
Target sequence (P10636 561-689 P618L limits assumed): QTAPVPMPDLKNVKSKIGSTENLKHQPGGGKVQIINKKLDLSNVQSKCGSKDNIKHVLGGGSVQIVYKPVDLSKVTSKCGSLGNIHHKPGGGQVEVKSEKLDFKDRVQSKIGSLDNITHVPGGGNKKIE
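ThT emission at 510 nm, taken 1 hr after adding 30 uM dye, quantifies aggregates formed when 20 uM heparin acts on human tau K18 P301L for 6 hr at 37 C.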
TRb SRC2 PPI: TRbeta-SRC2 interaction inhibition. P10828. TRbeta-SRC2 peptide binding, fluorescence polarization; receptor liganded with 1 µM T3. Potency, µM (series often up to 106 µM), for inactives: top-dose activity change, negative = inhibition, most hits filed as inhibitors. 280,000 tested, 0.065% active;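 further: plate controls were bound peptide for no effect and peptide without receptor for full effect; nearly all actives have a fitted effect of over 50% in size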
Target sequence (P10828 whole entry, looked up): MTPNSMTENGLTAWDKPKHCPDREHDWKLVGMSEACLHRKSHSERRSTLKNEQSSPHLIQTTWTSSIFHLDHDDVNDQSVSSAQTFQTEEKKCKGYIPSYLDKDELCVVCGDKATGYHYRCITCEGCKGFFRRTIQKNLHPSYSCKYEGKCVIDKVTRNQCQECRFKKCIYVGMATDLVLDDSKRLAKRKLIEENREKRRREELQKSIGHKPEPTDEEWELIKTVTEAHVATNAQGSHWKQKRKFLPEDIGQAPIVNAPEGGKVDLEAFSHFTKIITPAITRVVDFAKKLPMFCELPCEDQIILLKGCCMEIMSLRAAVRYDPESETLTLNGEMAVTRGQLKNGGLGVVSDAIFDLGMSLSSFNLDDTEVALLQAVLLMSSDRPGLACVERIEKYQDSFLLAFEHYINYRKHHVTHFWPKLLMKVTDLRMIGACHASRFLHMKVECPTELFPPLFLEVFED
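Compounds were added to 0.6 uM TRb ligand-binding domain and 20 nM Texas Red-labeled SRC2 peptide in Tris buffer containing 1 uM T3, incubated 5 hr at ambient temperature, then read by fluorescence polarization.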
Tau FP inhib: tau fibrillization inhibition (FP) | K18 P301L tau heparin fibrillization, Alexa594 FP, 6 h | Potency, µM (titrated, usually from 57.7 µM), without a hit: at the highest dose activity, negative = inhibition, usual class: inhibitors | 280,000 tested, 0.39% active | AID 1468; further: on the % scale 0 is the no-effect control and ±100 the full control effect; nearly all actives have a fitted effect of over 55% in size
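Recombinant K18 P301L […], labeled with Alexa 594 at 0.24 uM over 15 uM unlabeled; heparin inducer 20 uM final; 37 C, 6 hr; FP endpoint.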
RECQ1 inh: RECQ1 (human) helicase inhibition; Potency, µM (top dose mostly 57.3 µM), for inactives: at the top dose activity, negative = inhibition, actives largely listed as inhibitors; 240,000 tested, 0.54% active; RECQ1 DNA unwinding, red fluorescence kinetic read; P46063;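 further: plate controls were vehicle for no effect and no enzyme for full effect; nearly all actives have a fitted effect of over 30% in size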
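RECQ1T1 50 nM; forked duplex (20 bp + 30-nt ss tails) 200 nM, ATP 2 mM final; pH 8.0, 2 mM MgCl2, 2.5 ug/ml poly(dI-dC); 15 min compound preincubation; discontinuous kinetic read over 2 h at RT.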
HTT cytoprotect: cytoprotection in Huntington HTT-Q103 PC12 cell model | PC12 HTT-Q103 induced, cytoprotection, ATP luminescence, 40 h | Potency, µM (top dose mostly 56.4 µM), inactives show cytoprotection (ATP increase), usual class: activators | 230,000 tested, 0.14% active | AID 1471;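 further: % of control where 0% means no effect; nearly all actives have a fitted effect of over 45% in size; toxic huntingtin expression switched on by the ecdysone agonist tebufenozide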
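Compounds added alongside 100 nM tebufenozide, which induces toxic Q103 huntingtin exon 1-GFP in stable PC12 cells; surviving cells quantified by luminescent ATP measurement. Medium: phenol red-free DMEM, 5% equine and 5% calf serum.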
TR SRC2 fluor cs: counter-screen for TRb-SRC2 inhibitors: fluorescence interference; TRb/SRC2 Texas Red total fluorescence interference; Potency, µM (doses to about 106 µM), for the others: at the highest dose fluorescence change, negative = quenching; 280,000 tested, 0.29% active; AID 1479; active means well fitted curve in either direction with a large enough effect; inconclusive means small, poorly fitted or top-dose-only effect; further: on the % scale 0 is the no-effect control and ±100 the full control effect
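Flags fluorescent or light-absorbing compounds by total fluorescence, S + 2P, at 555 nm excitation and 632 nm emission. Mixture: 20 nM Texas Red SRC2 peptide, 0.6 uM human TRb LBD, 1 uM T3, 5% DMSO; compound exposure 5 h at ambient temperature.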
L3MBTL1 inh: inhibitors of human L3MBTL1; AlphaScreen L3MBTL1–H3K9me1 peptide binding; Potency, µM (doses to about 57.1 µM), for the others: at the highest dose activity, negative = inhibition, hits mostly inhibitors; 230,000 tested, 0.66% active; further: on the % scale 0 is the no-effect control and ±100 the full control effect; nearly all actives have a fitted effect of over 60% in size
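Read-out is AlphaScreen signal from streptavidin donor and nickel chelate acceptor beads (10 ug/mL final each) bridging L3MBTL1 (50 nM) and biotinylated K9-monomethylated H3(1-15) peptide (75 nM), after 30 min compound exposure at room temperature.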
Active calls of the source: *; i = inactive; u = inconclusive; x = no result given; [ ] = another dose, or the depositor's remark. Unless noted, the call rests on the fitted dose curve; in most records, active means well fitted curve in the direction sought with a large enough effect; inconclusive means small, poorly fitted or top-dose-only effect, or another doubt; inactive means no such curve, though single readings can be large; an effect the other way counts as inactive or inconclusive. Potency means the concentration at half of the fitted maximal effect. This is a subset. The share of hits here may be higher or lower than overall.

Order of results – Tau fluor counter	Tau ThT inhib	TRb SRC2 PPI	Tau FP inhib	RECQ1 inh	HTT cytoprotect	TR SRC2 fluor cs	L3MBTL1 inh
> CCN(CC)c1ccc(NC(=O)C2CCC(CNc3c(N4CCCC4)c(=O)c3=O)CC2)c(C)c1 (centres undefined)
 : -11%	x	-4%	10%	-11%	4%[10 µM]	1%	x
> O=C(CC1SC(=O)N(c2ccccc2)C1=O)Nc1cccc2ccccc12 (centres undefined)
 : -28%	u	-4%	-9%	i	-13%[10 µM]	-2%	x
> COc1ccc(CN2CCN(C)CC2)cc1OCc1ccccc1
 : 3%	1%	6%	5%	i	-22%[0.074 µM]	0%	x
> O=C(c1cccc(NS(=O)(=O)c2ccc(F)c(F)c2)c1)N1CCN(C(c2ccccc2)c2ccccc2)CC1
 : -1%	4%	-14%	-2%	i	26%[10 µM]	2%	-13%
> Cc1ccc(C2(C)NC(=O)N(CC(=O)Nc3ccc4c(c3)OCO4)C2=O)cc1 (centres undefined)
 : -2%	-12%	7%	9%	-5%	6%	-7%	x
> CC1CCCCC1NC(=O)Cn1ncc2ccccc21 (centres undefined)
 : -8%	-10%	11%	0%	-1%	-4%[10 µM]	0%	u
> CCCCCNC(=O)Cc1cc(=O)[nH]c(=O)[nH]1
 : -1%	u	0%	-5%	i	27%[10 µM]	2%	3%
> Cc1nc(Cl)nc(N(C)c2ccccc2)c1[N+](=O)[O-]
 : -18%	u	2%	-14%	-2%	21%[10 µM]	-1%	-5%
> CCOC(=O)N1CCN(S(=O)(=O)c2cc(Cl)c(OC)cc2Cl)CC1
 : -2%	-1%	4%	7%	-4%	-20%[10 µM]	-1%	10%
> Cc1ccc(Cl)cc1NC(=O)Cn1c(=O)n(CCC(=O)NCc2ccc3c(c2)OCO3)c(=O)c2sccc21
 : -3%	5%	2%	u	x	x	-29%	x
> COc1cc(NC(=O)CN2C(=O)CN(C)C(=O)c3ccccc32)cc(OC)c1OC
 : -2%	0%	-10%	2%	x	x	u	x
> O=C(COc1ccccc1)OC(C(=O)c1ccccc1)c1ccccc1 (centres undefined)
 : -11%	0%	5%	-6%	-4%	43%[10 µM]	-19%	26%
> CC(C)c1[nH]nc2c1C(c1ccc(OC(=O)c3ccco3)cc1)C(C#N)=C(N)O2 (centres undefined)
 : -18%	-19%	-8%	-10%	-5%	16%[10 µM]	-2%	-13%
> S=c1[nH]nc(Cc2noc3ccccc23)n1-c1ccccc1
 : -7%	-11%	5%	-3%	0%	-26%	-1%	1%
> COc1ccc(Nc2nc(Cl)c(C=O)s2)cc1
 : u	u	-3%	-2%	i	1%[10 µM]	-1%	22%
> Cc1nc2cc(-c3ccc(Cl)cc3)nn2c(NCCN(C)C)c1C
 : 4%	7%	7%	-2%	16%	-3%[10 µM]	-3%	-16%
> Cc1ccc(NC(=O)CCNS(=O)(=O)c2cccs2)cc1F
 : -15%	0%	-1%	-10%	x	x	2%	x
> CC1(C)CC(=O)C=C(Nc2ccc3c(c2)OCCO3)C1
 : 2%	5%	7%	1%	i	-24%	-3%	4%
> O=C(Nc1ccc(Cc2ccncc2)cc1)C1CC1
 : 1%	-8%	-18%	6%	-4%	-14%	-1%	-2%
> O=C(Nc1ccccc1)N(CCc1nc2ccccc2[nH]1)C1CCCC1
 : -9%	-9%	-2%	1%	-7%	-22%[10 µM]	1%	1%
> Cc1ccc(NC(=O)CN(C)C(=O)Cn2cc(C(F)(F)F)ccc2=O)cc1
 : -7%	-6%	-4%	-3%	-1%	9%[10 µM]	-3%	8%
> CC1CC(=O)c2cnc(NCC3CCCO3)nc2C1 (centres undefined)
 : 6%	1%	-6%	0%	-6%	-9%[10 µM]	-1%	-9%
> O=C(CSc1ncn[nH]1)Nc1nc(-c2ccccc2)ns1
 : 7%	12%	12%	0%	9%	3%[0.074 µM]	-2%	37%[activator][11.4 µM]
> COc1ccc(C2C(C(=O)c3ccccc3)=C(C)Nc3nc4ccccc4n32)c(OC)c1 (centres undefined)
 : u	-10%	5%	3%	u	x	0%	-5%
> Cc1ccc2c(c1)N(CCC(=O)NC1CC1)C(=O)C(C)O2 (centres undefined)
 : -3%	-6%	-2%	4%	-5%	-34%	-2%	19%
> O=C(CCCn1c(=S)[nH]c2cc3c(cc2c1=O)OCO3)N1CCN(c2ccc(F)cc2)CC1
 : u	u	6%	3%	-6%	-7%	1%	-8%
> Cc1noc(C)c1C(=O)NC(C)c1ccc(Cl)cc1Cl (centres undefined)
 : 3%	4%	5%	10%	-10%	-3%[10 µM]	-2%	-3%
> CCNC(=O)c1ccc(NS(=O)(=O)c2ccccc2)cc1
 : 1%	-4%	-17%	-5%	-1%	-26%[0.074 µM]	-1%	1%
> O=C(CSc1nc2ccccc2c(=O)[nH]1)c1ccc(O)cc1O
 : -12%	-17%	0%	-4%	-18%	x	-2%	7%
> CC1=NN(c2nc(-c3ccc(C)cc3)cs2)C(=O)C1N=Nc1ccc(C(N)=O)cc1 (centres undefined)
 : u	2.8µM*	-5%	6%	-7%	-25%	-5%	9%

An excerpt of these results, as labelled records.
mol: Cc1ccc(NC(=O)CCNS(=O)(=O)c2cccs2)cc1F
  Tau fluor counter: -15%; Tau ThT inhib: 0%; TRb SRC2 PPI: -1%; Tau FP inhib: -10%; RECQ1 inh: x; HTT cytoprotect: x; TR SRC2 fluor cs: 2%; L3MBTL1 inh: x

mol: Cc1nc(Cl)nc(N(C)c2ccccc2)c1[N+](=O)[O-]
  Tau fluor counter: -18%; Tau ThT inhib: u; TRb SRC2 PPI: 2%; Tau FP inhib: -14%; RECQ1 inh: -2%; HTT cytoprotect: 21%[10 µM]; TR SRC2 fluor cs: -1%; L3MBTL1 inh: -5%

(next part)
Order of results – Tau fluor counter	Tau ThT inhib	TRb SRC2 PPI	Tau FP inhib	RECQ1 inh	HTT cytoprotect	TR SRC2 fluor cs	L3MBTL1 inh
> O=C(O)C1C2C=CC(C2)C1C(=O)NCCc1ccncc1 (centres undefined)
 : 1%	2%	-8%	-3%	4%	9%	-1%	-8%
> Cc1ccc(-c2nn(CC(=O)Nc3cccnc3)c(=O)c3ccccc23)cc1
 : -18%	-5%	-10%	2%	-8%	0%	-2%	x
> Cc1ccc(NCc2n[nH]c(=S)n2-c2ccccc2)c(C)c1
 : 0%	3%	-8%	5%	i	-18%	2%	x
> CC(C)CN1CCc2nc(N3CCN(C)CC3)ncc2C1
 : 4%	-7%	0%	2%	x	x	-1%	x
> CC(NC(=O)COC(=O)c1ccc2ccccc2n1)C1CC2CCC1C2 (centres undefined)
 : -10%	-11%	3%	-3%	i	-9%	0%	x
> NNc1cc([N+](=O)[O-])cc2c1C(=O)N(Cc1ccccc1)S2=O (centres undefined)
 : -26%	25µM*	-10%	u	-3%	-45%[inhibitor]	-4%	-18%
> Cn1cc(CN2C[C@]3(C)C[C@H]2CC(C)(C)C3)c(-c2ccc3c(c2)OCCO3)n1
 : 2%	-2%	-2%	1%	i	22%[10 µM]	-6%	-8%
> COc1ccc(C2NC(=O)NC(c3ccccc3)=C2c2nc3ccccc3s2)cc1 (centres undefined)
 : -11%	-12%	-5%	4%	0%	-72%[inhibitor][10 µM]	0%	x
> CCOC(=O)CNC(=S)N(Cc1ccccc1)Cc1ccccc1F
 : -20%	-2%	1%	2%	-17%	21%	0%	x
> COc1cccc(NC(=S)N(CCCN2CCOCC2)Cc2cn(C)c3ccccc23)c1
 : -27%	-10%	-5%	6%	-14%	-53%[inhibitor][10 µM]	0%	-1%
> O=C1Nc2ccc(Br)cc2/C1=C/C1CC=CCC1 (centres undefined)
 : u	u	6%	u	-16%	-31%[inhibitor]	-1%	x
> CCCCNS(=O)(=O)c1ccc(NC(=O)C2CCCO2)cc1 (centres undefined)
 : -5%	-5%	-7%	3%	-2%	x	-4%	-8%
> COc1cc2c(cc1NC(=O)c1cc(-c3ccncc3)nc3ccc(C)cc13)oc1ccccc12
 : -16%	-19%	-4%	u	-5%	7%[10 µM]	-6%	-11%
> CCC(C)NC(=O)C(=O)NCc1ccccn1 (centres undefined)
 : 18%	6%	7%	2%	i	x	-1%	5%
> N/C(Cc1ccc([N+](=O)[O-])cc1)=N\OC(=O)c1ccccc1F
 : -18%	-17%	-1%	-2%	-7%	11%[10 µM]	0%	-5%
> O=C1CCC[C@@H]2CC(N3CCCCC3)C[C@@H]3CCN1[C@H]23 (some centres undefined)
 : -3%[81.3 µM]	-10%[81.4 µM]	2%	-2%[81.3 µM]	0%[81.1 µM]	-15%[96.6 µM]	0%	-9%
> O=S(=O)(Nc1nc2ccccc2nc1-[n+]1ccccc1)c1ccc(Cl)cc1
 : -2%	-2%	3%	3%	-11%	-15%[10 µM]	-1%	3%
> O=C(c1ccccc1)c1ccncc1
 : -4%	-2%	6%	2%	10%	-6%	5%	22%[11.4 µM]
> CCC(CC)c1nnc(NC(=O)Cc2ccccc2[N+](=O)[O-])s1
 : -16%	-12%	-2%	6%	i	-46%	-1%	-2%
> Cc1cc(C)c2c(=O)c(C#N)coc2c1
 : -4%	-5%	-6%	2%	-21%	12%[10 µM]	-1%	3%
> Cc1c(C(=O)Nc2ccc(F)cc2F)sc2nc3n(c(=O)c12)N=C(c1ccccc1)CS3
 : -10%	-2%	0%	-1%	x	x	-5%	x
> Cc1ccc(-c2nc(=S)c3c(n2Cc2ccco2)CCCC3)cc1
 : -7%	-4%	0%	-1%	-7%	-1%[10 µM]	-1%	5%
> CCOc1ncccc1C(=O)N1CCN(C(c2ccccc2)c2ccccc2)CC1
 : 2%	-5%	-3%	3%	i	5%[10 µM]	0%	-1%
> COc1ccc(CNC(=O)C(=O)Nc2ccc(OC)cc2OC)cc1
 : -15%	u	0%	-10%	x	x	-1%	x
> CCCCC(=O)N(CCOC)c1nnc(-c2ccccc2C)s1
 : -3%	-9%	-5%	9%	i	-5%[10 µM]	-1%	18%

Only TR SRC2 fluor cs, for three of the compounds above:
structure | TR SRC2 fluor cs
CCC(C)NC(=O)C(=O)NCc1ccccn1 (centres undefined) | -1%
Cc1ccc(-c2nn(CC(=O)Nc3cccnc3)c(=O)c3ccccc23)cc1 | -2%
Cc1ccc(-c2nc(=S)c3c(n2Cc2ccco2)CCCC3)cc1 | -1%
